# Source: PubChem (National Center for Advancing Translational Sciences (NCATS))
# GALK inhibitor: galactokinase (human) inhibition | P51570 | Purified GALK, Kinase-Glo residual ATP luminescence | Potency, µM (highest dose often 57.5 µM), for the others: top-dose activity change, negative = inhibition, most hits filed as inhibitors | 0.007% of 270,000 active | AID 1868; note: potency is the fitted concentration of half-maximal effect; % is set by controls: 0 for no effect and ±100 for the full control effect
# Target sequence (P51570 whole entry, looked up): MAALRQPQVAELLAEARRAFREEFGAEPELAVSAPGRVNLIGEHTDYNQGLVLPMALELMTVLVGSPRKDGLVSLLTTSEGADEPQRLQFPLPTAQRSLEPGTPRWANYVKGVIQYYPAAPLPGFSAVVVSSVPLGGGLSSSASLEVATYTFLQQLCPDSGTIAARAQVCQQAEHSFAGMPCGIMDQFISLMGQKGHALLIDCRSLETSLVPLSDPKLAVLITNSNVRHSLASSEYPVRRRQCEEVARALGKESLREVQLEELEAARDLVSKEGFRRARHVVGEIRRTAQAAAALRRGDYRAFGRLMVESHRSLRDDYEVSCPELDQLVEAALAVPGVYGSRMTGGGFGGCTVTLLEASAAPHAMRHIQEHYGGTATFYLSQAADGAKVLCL
#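 ATP-depletion format; final 35 uM ATP, 100 uM D-galactose, 5 nM enzyme; pH 8.0 HEPES/Mg2+ buffer; 60 min RT; luminescence read 10 min after detection reagent.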
# Mito fusion act: inhibitors of mitochondrial division or activators of mitochondrial fusion; AID 485298; 0.23% of 320,000 active; S. cerevisiae fusion-defective mutant growth rescue, CellTiterGlo 48 h; Potency, µM (highest dose often 46.1 µM), inactives show at the top dose growth rescue (activation), usual class: activators;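 note: potency is the fitted concentration of half-maximal effect; % of control where 0% means no effect; nearly all actives have a fitted effect of over 45% in size; temperature-sensitive fusion mutants such as fzo1-1 at 37 °C on non-fermentable ethanol glycerol medium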
#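 Compounds are tested for their ability to restore growth of mitochondrial fusion-defective yeast strains at non-permissive 37C in YPEG medium over 48 hours. Viability is quantified by luciferase luminescence.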
# ASM inhibitor: blocks human secretory acid sphingomyelinase. AID 504937. Potency, µM (titrated, usually from 57.5 µM), for the others: top-dose activity change, negative = inhibition, usual class: inhibitors. 0.006% of 340,000 active. P17405. placental ASM, HMU-PC fluorogenic substrate, 60 min; note: potency is the fitted concentration of half-maximal effect
# Target sequence (P17405 47-631 limits assumed): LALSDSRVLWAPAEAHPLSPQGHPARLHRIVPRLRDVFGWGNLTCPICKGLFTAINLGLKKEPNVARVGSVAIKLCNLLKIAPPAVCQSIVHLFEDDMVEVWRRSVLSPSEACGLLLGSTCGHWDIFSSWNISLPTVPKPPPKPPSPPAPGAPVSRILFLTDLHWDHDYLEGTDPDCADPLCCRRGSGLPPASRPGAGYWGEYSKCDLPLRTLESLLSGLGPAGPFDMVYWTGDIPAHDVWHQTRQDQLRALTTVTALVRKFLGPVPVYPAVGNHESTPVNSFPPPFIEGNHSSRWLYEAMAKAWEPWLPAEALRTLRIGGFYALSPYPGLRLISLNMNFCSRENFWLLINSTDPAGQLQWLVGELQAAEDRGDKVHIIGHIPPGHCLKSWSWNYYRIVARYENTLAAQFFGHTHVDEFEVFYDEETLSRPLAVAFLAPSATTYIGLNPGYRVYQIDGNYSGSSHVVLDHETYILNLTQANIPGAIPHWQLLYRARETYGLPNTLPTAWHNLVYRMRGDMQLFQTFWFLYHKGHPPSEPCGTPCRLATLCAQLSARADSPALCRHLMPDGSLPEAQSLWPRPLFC
#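 HMU-PC0 cleavage (9 uM final) by human placental ASM, 60 min at 37 °C following 10 min compound exposure at RT; stopped at pH 10, fluorescence Ex 386/Em 447 nm.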
# PKM2 act: activators of human pyruvate kinase M2; P14618; purified PKM2, Kinase-Glo ATP luminescence, activation; response scale: 0% is enzyme alone, no compound; Potency, µM (series often up to 57.5 µM), for the others: top-dose activation, hits mostly activators; 0.34% of 260,000 active; note: potency is the fitted concentration of half-maximal effect; % is set by controls: 0 for no effect and ±100 for the full control effect; nearly all actives have a fitted effect of over 55% in size
#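 Purified hPK-M2 (>95% pure) converted ADP (0.1 mM final) to ATP with 0.5 mM PEP in 50 mM imidazole pH7.2, KCl, MgCl2, Tween 20, BSA; 1 h at room temperature. ATP detected by Kinase-Glo luminescence.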
# Menin MLL FP TR: inhibitors of human menin-MLL interaction, mutant MLL peptide; AID 1768; Menin + Texas Red MLL mutant peptide, fluorescence polarization; 0.23% of 270,000 active; O00255; Potency, µM (top dose mostly 61.6 µM), for the others: top-dose FP activity change, negative = inhibition, most hits filed as inhibitors; active = well fitted inhibition curve with a large enough effect in the polarisation, with a control signal flat, not every such curve was filed as active; inconclusive = small, poorly fitted or top-dose-only effect, or effect the other way, or a change in a side signal; inactive = no such curve, though single readings can be large or run the other way; the % refers to the polarisation; note: potency is the fitted concentration of half-maximal effect; % of control where 0% means no effect; many of its hits are not listed in these tables
# USP2a block: USP2a (human) protease inhibition | USP2 core, Ub-CHOP2 coupled fluorogenic reporter, 485/531 | Potency, µM (highest dose often 38.3 µM), for inactives: top-dose activity change, negative = inhibition, usual class: inhibitors | 0.01% of 330,000 active | AID 463254;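 note: potency is the fitted concentration of half-maximal effect; plate controls were DMSO wells for no effect and full inhibition by NEM control for full effect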
#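 Deubiquitinase activity read as fluorescence (485/531 nm) after Ub-CHOP2 cleavage activates the enterokinase reporter on its substrate; USP2 core 10nM, Ub-CHOP2 and substrate 25nM each, 30min compound preincubation then 60min RT; data normalized to NEM, curves fitted.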
# MBNL1-CUG inh: MBNL1-poly(CUG) RNA binding inhibition. TR-FRET MBNL1-His/biotin-(CUG)12 binding, 665/545 ratio. Potency, µM (series often up to 57.5 µM), without a hit: at the highest dose activity change, negative = inhibition, actives largely listed as inhibitors. Q9NR56. 0.036% of 280,000 active. AID 2675; active = well fitted inhibition curve with a large enough effect in the signal ratio, with a control signal flat, not every such curve was filed as active; inconclusive = small, poorly fitted or top-dose-only effect, or effect the other way, or a change in a side signal; inactive = no such curve, though single readings can be large or run the other way; the % refers to the signal ratio; note: potency is the fitted concentration of half-maximal effect; % is set by controls: 0 for no effect and ±100 for the full control effect
#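 Inhibition of protein-RNA binding appears as loss of TR-FRET between terbium anti-His antibody on MBNL1-His and streptavidin-XL665 on biotin-(CUG)12. Activity is normalized to buffer-only and uninhibited-complex controls.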
# BCR signal inh: inhibitors of chronic active B-cell receptor signaling | ABC-DLBCL IkBa-CBG/CBR reporter, luminescence ratio, 4 h | Potency, µM (titrated, usually from 46.1 µM), for inactives: at the highest dose ratio change, negative = lower green/red ratio, actives largely listed as inhibitors | 0.05% of 340,000 active | AID 493014; active = well fitted inhibition curve with a large enough effect in the signal ratio, with a control signal flat, not every such curve was filed as active; inconclusive = small, poorly fitted or top-dose-only effect, or effect the other way, or a change in a side signal; the % refers to the signal ratio;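 note: potency is the fitted concentration of half-maximal effect; plate controls were basal doxycycline-induced cells for no effect and cells given 10 µM MG132 for full effect; MG132 reads +100%, hits lower the ratio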
#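 Doxycycline induced both beetle luciferases in TMD8 lymphoma cells; IKK-driven degradation limits the IkappaBalpha-fused green signal, while red luminescence normalises for cell number and nonspecific effects. Compounds tested up to 46 uM, 4 hrs.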
# TSHR antag: antagonists of human thyroid stimulating hormone receptor. P16473. TSHR-expressing cells, TSH-stimulated cAMP HTRF, 2 h; active compounds read low. activity change, negative = inhibition, % at 11.5 µM. 0.2% of 330,000 active. AID 504810;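 active = activity change below a set negative limit, meaning inhibition stronger than a set level, cut at about -70% in these data; inconclusive = activity change between two set negative limits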; note: % is set by controls: 0 for no effect and ±100 for the full control effect
#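 Cell-based HTRF cAMP assay; TSHR cells + compound, TSH EC80 (4nM final), 2 h, 37 deg C. Lysis with anti-cAMP cryptate and cAMP-d2, 30 min RT, read 665/620 nm.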
# hERG WT inh: KCNH2 (human, wildtype) channel inhibition; Q12809; U2OS, BacMam KCNH2, thallium flux FluxOr; active compounds read low; activity change, % at 1.84 µM; 0.37% of 340,000 active; AID 720551;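 active = maximum activity change below -70%; inconclusive = maximum activity change between -70% and -50%; inactive = maximum activity change above -50%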; note: % is set by controls: 0 for no effect and ±100 for the full control effect
#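 U2OS cells were transduced with wild-type KCNH2 virus (2.03 x 10^8 / mL) for 4 h at room temperature, then cultured overnight at 37 C. Thallium flux was read with FluxOr dye. Rate constants were normalized to DMSO controls.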
# Eya2 inh: blocks the phosphatase activity of human Eya2; recombinant Eya2, OMFP fluorescence dephosphorylation (OMFP is methylfluorescein phosphate); 0.006% of 330,000 active; Potency, µM (titrated, usually from 76.9 µM), for inactives: top-dose activity, negative = inhibition, hits mostly inhibitors; O00167; note: potency is the fitted concentration of half-maximal effect; % is set by controls: 0 for no effect and ±100 for the full control effect
#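 Eya2 protein (added as 0.2 uM solution) was preincubated with compound for 10 min at ambient temperature in 50 mM HEPES pH 7.5, 50 mM NaCl, 5 uM MgCl2, 0.05% BSA, 1 mM DTT. OMFP (added at 50 uM) then reacted 10 min; fluorescence read at 485/525 nm.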
# Starred values were filed as active, the others as inactive; ? = inconclusive; . = no result given; [ ] = dose if it differs, or a comment. Unless noted, calls come from the whole dose curve; as a rule, active = well fitted curve in the direction sought with a large enough effect; inconclusive = small, poorly fitted or top-dose-only effect, or another doubt; inactive = no such curve, though single readings can be large; an effect the other way counts as inactive or inconclusive.
SMILES | GALK inhibitor | PKM2 act | MBNL1-CUG inh | Menin MLL FP TR | USP2a block | ASM inhibitor | Mito fusion act | Eya2 inh | hERG WT inh | BCR signal inh | TSHR antag
C/C(=N\NC(=O)c1cccc([N+](=O)[O-])c1)c1cccnc1 | . | . | ? | 3% | -2% | -2% | -9% | -2% | -1 | -4% | -1
CCn1cc(/C=C/c2cc[n+](C)cc2)c2ccccc21 | 2% | . | ? | ? | ? | ? | 8% | ? | -4 | 2% | -17
Cc1cccc(CCNC(=O)C2CCN(S(=O)(=O)c3c(C)nn(C)c3C)CC2)c1 | 2% | -1% | -11% | 6% | 3% | -1% | -4% | -4% | -5 | 14% | -8
CN(C)CCC1Sc2ccccc2Oc2ccccc21 (stereo not drawn) | 0% | -3% | -11% | -13% | -2% | -3% | -10% | -2% | 2 | ? | 31
O=C(O)c1cnc(-c2ccccc2)nc1Sc1ccccc1 | -2% | -3% | 0% | ? | 1% | 21% | 3% | 6% | 0 | 2% | ?
Cc1ccccc1CC(=O)NCCN1CCOCC1 | 6% | 0% | -2% | 9% | 3% | -2% | 1% | -4% | 4 | -1% | 17
CCc1nnc(NC(=O)CSc2nnc(Cc3ccccc3)n2-c2ccccc2)s1 | 3% | 5% | 5% | -21% | -1% | 3% | 3% | -1% | 1 | 6% | 1
CC(Sc1ccccc1)C(=O)N1CCN(S(=O)(=O)c2ccccc2C(F)(F)F)CC1 (stereo not drawn) | 2% | 9% | -3% | . | 1% | 0% | 0% | -6% | -1 | ? | 13
O=C(N/N=C\c1cccnc1)c1ccc(Cl)cc1Cl | -2% | . | 23% | 18% | 4% | -2% | -8% | -1% | 12 | -4% | -6
COC(=O)c1cn(C(=O)c2cc(OC)cc(OC)c2)c2ccccc12 | -5% | -6% | -4% | 16% | 1% | -7% | -1% | 5% | 0 | -3% | 7
CC(=O)Nc1ccc(Nc2ncnc(N)c2[N+](=O)[O-])cc1 | 1% | 6% | . | . | 1% | -1% | -4% | 7% | 2 | 3% | 4
CCOC(=O)c1nn(-c2ccc3ccccc3c2)cc1O | -1% | 17% | 13% | 9% | 0% | 7% | 4% | -2% | -1 | ? | 0
CCOc1cc(C(=O)NCC(C)CN(C)C)cc(OCC)c1OCC (stereo not drawn) | 1% | 2% | 1% | -14% | . | 1% | -4% | . | -3 | . | .
Cn1cc(CNC(=O)C2CCCCC2)cn1 | -6% | 6% | -2% | 0% | 1% | 4% | 1% | -15% | 7 | 1% | 0
Cc1cccc(CCNC(=O)COc2cc(=O)n(C)c3ccccc23)c1 | 13% | 6% | -2% | -16% | -1% | -1% | 1% | 1% | -11 | -15% | 1
CC(C)CNC(=O)CSc1nnc(-c2cccc(S(=O)(=O)N3CCCCC3)c2)o1 | 3% | 3% | 4% | -3% | 0% | -2% | 7% | 3% | 0 | -1% | -7
CCOC(=O)CC1C(=O)NC2CCCCC2N1C(=O)Nc1ccc(Cl)cc1 (stereo not drawn) | 1% | -2% | -4% | 9% | 2% | 0% | 0% | 16% | 2 | ? | 5
COc1ccc(Cl)cc1-n1c(=S)sc2c(=O)[nH]c(SCC(=O)C(C)(C)C)nc21 | . | . | -8% | ? | -3% | -7% | 20% | -17% | -15 | ? | -21
CN(C)S(=O)(=O)n1cnc([C@@H]2[C@@H]3C(=O)OC[C@@H]3C[C@]23N=CN(Cc2ccccc2)C3=O)c1 | . | . | . | . | 1% | 3% | -5% | -4% | -2 | -4% | -31
CCN(C(=O)COC(=O)c1cc([N+](=O)[O-])ccc1N1CCOCC1)C1CCCCC1 | . | . | . | . | 2% | . | -21% | -9% | -28 | ? | 3
CCN(c1nc(C)cc(OC)n1)S(=O)(=O)c1ccccc1 | 0% | 13% | -1% | 3% | -10% | 0% | 6% | -23% | 1 | 7% | -1
COC(=O)c1ccc(NC(=O)CCc2nnc3ccc(N4CCC5(CC4)OCCO5)nn23)cc1 | 7% | -6% | -8% | -8% | 4% | 1% | 5% | -2% | 2 | ? | -15
Cc1ccc(C(=O)N/N=C\c2ccc(OC(=O)c3cccc(F)c3)cc2)cn1 | 4% | . | 0% | ? | -1% | 3% | 5% | 3% | 6 | -3% | 4
COc1ccc(C(C(=O)NC2CCCC2)N(Cc2ccccc2)C(=O)c2snc(C(N)=O)c2N)cc1OC (stereo not drawn) | -3% | . | ? | . | -5% | 194%[activator] | 9% | 2% | -8 | 0% | 28
CC(Sc1ccc(S(=O)(=O)N2CCOCC2)cn1)C(=O)Nc1ccc(Cl)cc1Cl (stereo not drawn) | . | . | . | . | -1% | -1% | 16% | -2% | -24 | 4% | -2
CCOC(=O)N1CCC(N(CCN(C)C)C(=S)Nc2ccc(Oc3ccccc3)cc2)CC1 | -3% | -15% | -7% | -2% | 12% | 2% | -3% | -6% | 7 | 4% | -2
COc1cc2c(cc1OC)CN(C(=O)c1oc3ccccc3c1C)CC2 | 3% | . | -3% | -20% | 2% | -1%[11.5 µM] | 4% | -5% | -11 | -13% | 1
CCCCCCOc1ccc(N2C(=O)CC(N(CCc3ccc(S(N)(=O)=O)cc3)C(C)=O)C2=O)cc1 (stereo not drawn) | -1% | -6% | ? | 31%[activator] | -11% | -7% | 2% | -11% | 13 | ? | 13
CC1CCc2nn(CC(=O)NCCCN3CCOCC3)cc2C1 (stereo not drawn) | 0% | 0% | ? | 12% | 0% | 11% | -1% | -18% | 0 | ? | 2
COc1ccccc1C(CNC(=O)c1cccc(S(=O)(=O)NCc2ccccc2)c1)N(C)C (stereo not drawn) | . | . | . | . | -6% | . | -3% | -4% | -2 | -1% | 12
O=C(NCc1cccnc1)C1CC(c2ccccc2O)=NO1 (stereo not drawn) | 0% | 1% | -11% | -1% | -1% | 7% | -1% | 7% | -9 | -1% | -1
Cc1ccc(S(=O)(=O)NNC(=O)c2ccc(NC(=O)C3CC3)cc2)cc1 | -4% | . | -8% | . | 3% | 2% | -1% | 4% | 3 | 0% | 10
COc1ccc(CCNc2ccc(N3C(=O)CC(C)C3=O)cc2[N+](=O)[O-])cc1 (stereo not drawn) | -1% | -3% | ? | ? | -1% | -11% | 3% | -19% | -6 | 1% | 5
COc1ccc2[nH]c3c(c2c1)CCN1C(=O)N([C@@H](C)C(=O)NC2CCCCC2C)C(=O)[C@]31C (stereo partly drawn) | . | 1% | -3% | 1% | -4% | -2% | 1% | 7% | -12 | -6% | -5
O=C1CC(Cc2ccccc2)C(=O)N1c1ccc(Cl)cn1 (stereo not drawn) | 2% | 1% | -1% | -2% | 3% | 5% | -3% | 0% | 0 | ? | 11
COc1cc(OC)cc(C(=O)NNC(=O)c2ccccc2Br)c1 | 1% | 7% | -3% | -5% | 4% | 6% | 1% | 6% | 3 | ? | 2
Cc1sc2ncnc(-n3cnc4ccccc43)c2c1C | 9% | -4% | 5% | -3% | -1% | 2% | -8% | -5% | -8 | 0% | -1
CCCOC(=O)c1ccc(Oc2c(-c3ccc(OC)cc3O)n[nH]c2C)cc1 | -3% | 1% | -4% | ? | -9% | ? | 4% | 7% | -10 | ? | -2
N#Cc1c(NC(=O)C2CC(Cl)=CCC2C(=O)O)sc2c1CCCCC2 (stereo not drawn) | 2% | -1% | 0% | 26% | -3% | 9% | -3% | 11% | 4 | ? | -5
CC1(C)CC(=O)c2c(n(-c3cccc4ccccc34)ccc2=O)C1 | -1% | 5% | 0% | 0% | 5% | 3% | -1% | 0% | 0 | 13% | -3
CC(NC(=O)C1CCC(CNS(=O)(=O)c2ccc3c(c2)C(C)(C)C(=O)N3C)CC1)c1ccccc1 (stereo not drawn) | . | 6% | -8% | -1% | 3% | 4% | -1% | -5% | 1 | 12% | -15
Cc1ccccc1CNC(=O)C(=O)NCC1OCCCN1S(=O)(=O)c1ccc(F)cc1C (stereo not drawn) | -6% | 0% | 0% | . | -1% | -2% | 5% | 1% | 16 | -9% | -13

# The list is partial; count on the stated rates, not on these rows.
